High-throughput results as filed in PubChem BioAssay.
Cdc42 wt GTP – modulators of GTP binding to wildtype Cdc42, primary screen, biochemical, multiplex bead flow cytometry, Bodipy-GTP | GST-Cdc42 beads; actives lie on both sides | percent activity (GTP binding), % at 10 µM | 0.2% of 190,000 active | AID 761, 2007;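 active = percent activity GTP binding at least 20 points away from the 100% baseline, either down as inhibitor or up as activator; inconclusive = compound flagged as likely green fluorescent from well-wide comparison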;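 also: median bead fluorescence of bound Bodipy-FL-GTP at 100 nM; 0% = excess unlabeled GTP control and 100% = no compound control; below 100% means less GTP binding so inhibitor and above means activator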
Mcl-1 Bim block – inhibitors of Bim peptide binding to Mcl-1, primary screen, biochemical, bead-based flow cytometry, multiplex; Induced myeloid leukemia cell differentiation protein Mcl-1 (Homo sapiens), Q07820; Bim peptide-Mcl-1 binding; inhibition, % at 10 µM; 0.1% of 190,000 active; in the data active = inhibition above about 40%;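 also: 0% = no compound tracer wells and 100% = peptide blocker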
Target sequence (Q07820 whole entry, looked up): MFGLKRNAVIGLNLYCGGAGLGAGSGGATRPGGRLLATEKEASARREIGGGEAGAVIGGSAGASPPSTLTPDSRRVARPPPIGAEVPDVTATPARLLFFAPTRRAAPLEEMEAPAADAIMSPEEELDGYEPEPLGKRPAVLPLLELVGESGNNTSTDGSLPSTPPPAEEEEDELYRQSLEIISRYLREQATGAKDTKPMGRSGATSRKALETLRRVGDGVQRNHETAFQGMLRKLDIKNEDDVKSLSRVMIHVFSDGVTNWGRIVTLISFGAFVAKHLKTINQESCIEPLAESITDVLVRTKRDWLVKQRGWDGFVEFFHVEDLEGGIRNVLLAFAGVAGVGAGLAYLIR
Mcl1 Bid PPI – Mcl-1/Bid binding inhibitors, primary screen, biochemical, TR-FRET, 1536-well; Induced myeloid leukemia cell differentiation protein Mcl-1 (Homo sapiens), Q07820; TR-FRET Mcl-1/Bid-Dy647 peptide binding; inhibition, % at 21.7 µM; 0.97% of 220,000 active; AID 1021, 2008;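 active = compounds that cut the binding signal by more than half at the single screening dose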;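 also: His-tagged Mcl-1 with europium anti-His antibody binding Bid BH3 peptide; 0% = Mcl-1 plus peptide wells and 100% = peptide-only wells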
RGS8-Gao – RGS8-Galphao binding modulators, primary screen, biochemical, multiplexed bead flow cytometry; Guanine nucleotide-binding protein G(o) subunit alpha (Homo sapiens), P09471; actives lie on both sides; response (percent of control binding), % at 10 µM; 0.34% of 220,000 active; AID 1423, 2008; in the data active = response below about 60% or above about 140%; inactive = in between;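 also: Galphao activated as the GDP aluminium fluoride complex binding bead-coupled RGS8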
Target sequence (P09471 whole entry, looked up): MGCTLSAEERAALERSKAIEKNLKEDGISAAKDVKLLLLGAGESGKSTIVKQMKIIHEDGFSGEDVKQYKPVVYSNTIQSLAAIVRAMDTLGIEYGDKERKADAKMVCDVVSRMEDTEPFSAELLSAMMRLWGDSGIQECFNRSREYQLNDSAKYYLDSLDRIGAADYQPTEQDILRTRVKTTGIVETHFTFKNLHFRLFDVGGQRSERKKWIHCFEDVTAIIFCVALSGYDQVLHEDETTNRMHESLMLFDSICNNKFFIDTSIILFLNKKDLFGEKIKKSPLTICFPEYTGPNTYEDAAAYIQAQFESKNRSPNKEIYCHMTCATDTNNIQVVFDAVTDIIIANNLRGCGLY
HRas wt GTP bind – modulators of GTP binding to HRas wildtype, primary screen, biochemical, bead-based flow cytometry, multiplex. 0.14% of 190,000 active. GTP binding activity, % at 10 µM. GTPase HRas (Homo sapiens), P01112. GST-Ras wt beads, Bodipy-FL-GTP binding; actives lie on both sides. AID 759, 2007;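 active = GTP binding activity at least 20% away from the 100% baseline, either lowered as inhibitor or raised as activator; inconclusive = flagged as likely green fluorescent, judged across all proteins in the well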;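 also: 0% = unlabeled GTP competition control and 100% = no-compound control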
Target sequence (P01112 whole entry, looked up): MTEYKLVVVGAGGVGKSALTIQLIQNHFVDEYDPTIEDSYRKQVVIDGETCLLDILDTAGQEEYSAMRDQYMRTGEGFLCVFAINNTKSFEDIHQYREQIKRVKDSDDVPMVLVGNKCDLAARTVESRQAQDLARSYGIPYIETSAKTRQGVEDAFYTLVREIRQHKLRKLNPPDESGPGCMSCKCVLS
Pf gametocyte – late stage P. falciparum gametocyte viability inhibitors, primary screen, ATP luminescence, HTS | 0.065% of 150,000 active | AID 743093, 2013 | inhibition, % at 10.9 µM | P. falciparum stage V gametocytes, 24 h;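 active = inhibition above the mean plus 3 SD of compounds within the control limits, set per campaign, cut at about 38% in these data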;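 also: 0% = DMSO wells and 100% = medium only without gametocytes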
Rab7 wt GTP bind – modulators of GTP binding to Rab7, primary screen, biochemical, wildtype, multiplex bead flow cytometry | Rab7 GTPase wild type (dog), Bodipy-FL-GTP binding | GTP binding activity (percent of control), % at 10 µM | 0.055% of 190,000 active | GST-Rab7 beads, fluorescent GTP binding; actives lie on both sides; untreated = 100%, excess cold GTP = 0% | AID 758, 2007;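 active = fluorescent GTP binding to Rab7 beads changed by at least 20 points from the 100% baseline, either direction, mostly lower; inconclusive = compound itself probably fluorescent, or too few beads counted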;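 also: median green fluorescence of bound Bodipy-FL-GTP per Rab7 bead population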
Rac1 wt modul – wildtype Rac1 GTP binding modulators, primary screen, biochemical, GST-Rac1 beads, flow cytometry, multiplex | Ras-related C3 botulinum toxin substrate 1 (Homo sapiens), P63000 | fluorescent GTP binding; actives lie on both sides; 0 = cold GTP competed, 100 = untreated | GTP binding activity (% of control), % at 10 µM | 0.27% of 190,000 active;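 active = GTP binding activity at least 20 points away from the 100% control level, either lower or higher; inconclusive = compound flagged as likely green fluorescent, judged across all proteins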
Rac1 act GTP bind – GTP binding modulators of activated mutant Rac1, primary screen, biochemical, bead-based flow cytometry, multiplex, fluorescent GTP; Ras-related C3 botulinum toxin substrate 1 (Homo sapiens), P63000; GST-Rac1 activated beads; actives lie on both sides; 100% means binding = to untreated wells; percent activity (GTP binding), % at 10 µM; 0.11% of 190,000 active;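 active = GTP binding at least 20 percentage points away from the 100% baseline, in either direction, so actives lie on both sides; inconclusive = Compound likely fluorescent itself, or too few beads counted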
Rab2 wt GTP – modulators of GTP binding to Rab2A wildtype, primary screen, biochemical, dog, bead-based flow cytometry, multiplex; Ras-related protein Rab-2A (Canis lupus familiaris), P61105; GST-Rab2 wt beads, Bodipy-GTP binding; GTP binding activity, % at 10 µM; 0.19% of 190,000 active; AID 760, 2007;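 active = GTP binding activity at least 20 points away from 100%, either lowered or raised; inconclusive = signal likely due to the compound's own green fluorescence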;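 also: 0% = beads with excess unlabeled GTP and 100% = no-compound control corrected for plate trend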
Mcl1 Noxa PPI – Mcl-1/Noxa binding inhibitors, primary screen, biochemical, TR-FRET, 1536-well; TR-FRET Mcl-1/Noxa peptide binding, 2 h; inhibition, % at 21.7 µM; 1.5% of 220,000 active; AID 1022, 2008;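 active = compounds that cut the protein-peptide binding signal by more than 50% relative to plate controls in a single-dose test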;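 also: His-tagged Mcl-1 with rhodamine Noxa BH3 peptide and terbium anti-His antibody; 0% = Mcl-1 plus Noxa peptide wells and 100% = peptide-only wells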
* marks the source's active call; other numbers are inactive results; ? = inconclusive; nt = no result given. No enrichment for hits; any-hit rate near 2.9%.

SMILES | Cdc42 wt GTP | Mcl-1 Bim block | Mcl1 Bid PPI | RGS8-Gao | HRas wt GTP bind | Pf gametocyte | Rab7 wt GTP bind | Rac1 wt modul | Rac1 act GTP bind | Rab2 wt GTP | Mcl1 Noxa PPI
CN(Cc1cn(C)nc1-c1ccc(Oc2ccccc2)cc1)Cc1cnc2ccccn12 | 98 | -5 | -48 | 105 | 98 | -23 | 98 | 101 | 99 | 98 | 16
Cc1nnc(SCc2c(Cl)cccc2Cl)n(N)c1=O | 95 | 8 | -56 | 101 | 95 | -2 | 96 | 97 | 95 | 94 | 2
O=C(Nc1ccc([N+](=O)[O-])cc1)Nc1ccc(N2CCOCC2)c2nonc12 | 94 | -1 | 48 | 97 | 95 | 33 | 94 | 91 | 95 | 95 | 94*
N/C(=N\OC(=O)c1ccc(Cl)cc1Cl)c1cccnc1 | 94 | 15 | -18 | 104 | 93 | -24 | 96 | 96 | 93 | 96 | -11
COc1ccc(NC(=O)CSc2nncn2C)c([N+](=O)[O-])c1 | 109 | 0 | -30 | 99 | 107 | nt | 99 | 105 | 105 | 106 | 21
COc1ccccc1NC(=O)c1cc(S(=O)(=O)N2CCC3(CC2)OCCO3)ccc1F | 99 | -5 | -15 | 101 | 98 | nt | 95 | 99 | 101 | 98 | -3
O=C1N/C(=C\c2ccc(O)cc2)C(=O)c2ccccc21 | 97 | 1 | -13 | 94 | 99 | nt | 100 | 98 | 94 | 98 | 27
O=C(Cn1nnc(-c2cccs2)n1)NCCc1ccccc1 | 103 | -2 | -4 | 100 | 101 | -10 | 100 | 106 | 100 | 100 | 3
CCOc1cc(C2C(C#N)=C(N)OC(C)=C2C(C)=O)c(Br)c(Br)c1OC(C)C (stereo not given) | 99 | -13 | 4 | 99 | 102 | nt | 96 | 101 | 99 | 101 | 24
O=S1(=O)N=C2CCCCCN2C(c2ccncc2)N1 (stereo not given) | 98 | 0 | -13 | 102 | 99 | 10 | 97 | 94 | 93 | 97 | 3
CCn1c(SCC(=O)c2[nH]c(C)c(C(C)=O)c2C)nnc1-c1ccccc1 | 102 | 1 | 23 | 76 | 100 | nt | 103 | 105 | 96 | 101 | 21
COC(=O)c1ccc(S(=O)(=O)N2CCC(c3nc4ccccc4o3)CC2)cc1 | 99 | -4 | 10 | 103 | 98 | nt | 98 | 97 | 98 | 97 | -26
N#CC(C(=O)CCN1C(=O)C2CC=CCC2C1=O)c1nc2ccccc2[nH]1 (stereo not given) | 101 | 0 | -57 | 101 | 101 | nt | 101 | 107 | 98 | 101 | 26
CCOc1ccc2nc(SC3CC(=O)N(c4ccc(OC)cc4)C3=O)sc2c1 (stereo not given) | 102 | -2 | -34 | 105 | 102 | nt | 101 | 101 | 99 | 101 | 7
O=C(Nc1nc(-c2ccccc2)cs1)c1ccccc1NS(=O)(=O)c1ccc(F)cc1 | 92 | -3 | -15 | 81 | 95 | 10 | 97 | 92 | 88 | 92 | 41
CC1CCc2c(sc(N)c2C(N)=O)C1 (stereo not given) | 103 | 0 | -42 | 91 | 102 | nt | 99 | 106 | 101 | 97 | 13
COc1ccc(S(=O)(=O)N(CC(=O)Nc2ccc(S(=O)(=O)N3CCOCC3)cc2)Cc2ccc(F)cc2)cc1 | 94 | -3 | -4 | 83 | 99 | nt | 97 | 102 | 97 | 97 | -2
O=C(Nc1ccn(Cc2ccc(Cl)cc2)n1)c1ccc2c(c1)OCO2 | 101 | -1 | -4 | 100 | 99 | -17 | 97 | 103 | 99 | 100 | 2
O=C(NCc1nnc(SCC(=O)N2CCc3ccccc32)o1)c1ccco1 | 96 | 0 | 0 | 101 | 98 | 4 | 98 | 103 | 98 | 97 | -10
COC(=O)[C@@H](N)CS | 103 | 0 | -2 | 90 | 100 | nt | 97 | 103 | 101 | 101 | 11
Cc1cccc(NC(=O)CSc2nnc([C@@H](N)Cc3ccccc3)o2)c1C | 104 | -4 | 21 | 101 | 104 | 18 | 105 | 110 | 99 | 106 | 16
Cc1nc2sc(C(c3cccc(F)c3)N3CCC(O)CC3)c(O)n2n1 (stereo not given) | 102 | -8 | -10 | 102 | 101 | nt | 96 | 105 | 103 | 102 | 20
O=C(NN1S(=O)(=O)c2ccccc2S1(=O)=O)c1ccc(Br)cc1 | ? | -2 | -17 | 103 | ? | 11 | ? | ? | ? | ? | 5
CC1=CC(=C2C(=O)c3ccccc3C2=O)C=C(C)O1 | 99 | 1 | -120 | 103 | 99 | nt | 101 | 104 | 96 | 99 | -2
CCOc1ccccc1NC(=O)Cn1cnc2c(cnn2-c2ccc(C)c(C)c2)c1=O | 102 | -7 | -9 | 104 | 100 | nt | 102 | 104 | 95 | 100 | 3
C/C(=N\Nc1ccc(F)cc1F)c1ccc(Br)s1 | 88 | -3 | -37 | 102 | 93 | -9 | 103 | 93 | 90 | 95 | -5
COc1cc(C(=O)n2nc(C)cc2C)ccc1O | 112 | -4 | -45 | 106 | 109 | 0 | 96 | 108 | 103 | 109 | -13
CNC(=O)CC(C(=O)O)c1ccc(OC(C)C)cc1 (stereo not given) | 100 | 0 | -4 | 101 | 99 | nt | 98 | 100 | 98 | 98 | -4
O=C(Nc1ccc2nn(-c3ccccc3)nc2c1)c1cccs1 | 98 | -9 | -27 | 102 | 99 | 11 | 97 | 100 | 101 | 101 | -14
Cc1cc(Oc2ccccc2)nc(NCc2ccccc2)n1 | 99 | -1 | -3 | 102 | 103 | -13 | 103 | 99 | 98 | 103 | 0
O=S1(=O)CCN2C(c3cccc4ccccc34)=CSC2=N1 | 97 | -4 | -21 | 102 | 100 | 21 | 102 | 99 | 97 | 97 | 3
C/C(N)=C(/C#N)C(=O)COC(=O)c1cccc2ccccc12 | 97 | -25 | -33 | 103 | 98 | 0 | 99 | 98 | 96 | 93 | 11
CC(CCc1ccccc1)NC(=O)C(Cc1ccccc1)NS(=O)(=O)c1cccs1 (stereo not given) | 94 | -5 | 1 | 103 | 94 | nt | 94 | 90 | 91 | 93 | nt
COC(=O)CS(=O)(=O)c1ccc2c(c1)CC(=O)N2 | 104 | 0 | 30 | 101 | 103 | 4 | 99 | 103 | 98 | 101 | 24
C=CCNC(=O)CN1CCC(O)(c2ccc(F)cc2)CC1 | 98 | -2 | -17 | 95 | 99 | -16 | 96 | 97 | 97 | 96 | -11
Cc1ccc(S(=O)(=O)NCc2ccc(C(=O)NCCN(Cc3ccccc3)C(C)C)cc2)cc1 | 93 | 0 | -9 | 103 | 95 | 2 | 90 | 93 | 95 | 97 | 11
C=CCn1c(SCC(=O)Nc2ccc(-c3nc4ccc(C)cc4s3)cc2)nnc1-c1ccccc1 | 104 | -1 | 66* | 101 | 99 | -17 | 99 | 106 | 98 | 100 | 70*
O=[N+]([O-])c1ccc(Sc2n[nH]c(-c3ccncc3)n2)nc1 | 103 | -3 | -19 | 101 | 103 | 6 | 105 | 104 | 104 | 103 | 19
O=P(COCCO)(c1ccccc1)c1ccccc1 | 101 | 0 | 4 | 99 | 101 | 13 | 101 | 102 | 99 | 100 | 11
CC(O)/C=C/c1cccc[n+]1C (stereo not given) | 98 | 2 | -30 | 100 | 98 | nt | 95 | 95 | 96 | 100 | 11
S=C(Nc1ccc(Oc2ccccc2)cc1)N1CCN(c2ccccn2)CC1 | 88 | -2 | -20 | 92 | 93 | nt | 101 | 95 | 89 | 94 | 15
CCc1cccc2sc(NC(=O)c3ccc(N4C(=O)CCC4=O)cc3)nc12 | 101 | 0 | 4 | nt | 98 | nt | 97 | 104 | 98 | 99 | 7
COC(=O)c1ccc(Oc2c(Cl)cccc2[N+](=O)[O-])cc1 | 94 | -1 | -11 | 102 | 96 | 13 | 93 | 95 | 94 | 92 | -8
COc1ccc(-c2cn3ccccc3n2)cc1OC | 98 | 3 | -4 | 98 | 96 | -1 | 96 | 101 | 98 | 97 | -5
COc1ccc(/C=N/NC(=O)CSCC(=O)Nc2ccccc2)cc1OC | 96 | -1 | -11 | 100 | 94 | 1 | 94 | 92 | 94 | 93 | nt
Cc1cc(NS(=O)(=O)c2ccc(N)cc2)no1 | 102 | -2 | -5 | 104 | 102 | nt | 96 | 103 | 99 | 96 | -8
O=C(CCN1C(=O)c2ccccc2S1(=O)=O)Nc1ccccc1 | 106 | 0 | -37 | 95 | 95 | nt | 101 | 95 | 92 | 97 | 4
Cc1ccc(C)n1C1CCS(=O)(=O)C1 (stereo not given) | 102 | 1 | -4 | 94 | 103 | -5 | 101 | 107 | 102 | 103 | -1
COc1ccc2c(c1)[nH]c1c(=O)n(/N=C/C3C(C)C=C(C)CC3C)c(=O)[nH]c12 (stereo not given) | 95 | 0 | -45 | 100 | 99 | nt | 107 | 100 | 95 | 102 | 6
COc1ccc(C(=O)Nc2ccc(S(=O)(=O)N3CCCCC3)cc2)cc1OC | ? | 2 | -12 | 99 | ? | nt | ? | ? | ? | ? | 22
O=C(CN1CCCCCC1)Nc1cccc2c1OCO2 | 100 | -1 | -9 | 100 | 98 | nt | 94 | 100 | 93 | 97 | -2
Fc1ccc(CNC(=S)NC2CCCCCC2)cc1 | 91 | 2 | -23 | 99 | 93 | 10 | 92 | 97 | 94 | 91 | 5
NS(=O)(=O)c1ccc(N=Cc2ccc(Br)s2)cc1 | 102 | -2 | -2 | 109 | 101 | -31 | 98 | 104 | 101 | 100 | 8
COc1cc(SC)ccc1C(=O)NCCCOC(C)C | 97 | -2 | -7 | 93 | 100 | -12 | 100 | 99 | 96 | 97 | 15
CC(C)CNC(=O)CC(=O)N/N=C/c1ccc(F)cc1 | 99 | -2 | 1 | 101 | 99 | -25 | 99 | 105 | 100 | 97 | 12
